Screens: PubChem, several laboratories
Diaph inh CS: counter-screen for diaphorase-based assays: diaphorase inhibitors and chemical oxidizers; inhibition, % at 20 µM; actives 0.69% (n = 190,000); diaphorase resazurin-to-resorufin fluorescence, NADH, 16 min; bacterial (C. kluyveri) enzyme, not human;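 active means primary screen inhibition at 20 µM above a set limit, cut at about 50% in these data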;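 further: plate controls were DMSO with full reaction for no effect and wells lacking NADH for full effect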
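System: Bacterial diaphorase enzyme (C. kluyveri) | Incubation: 16-min room-temperature incubation before reading | Benchmarks: No-NADH positive control and DMSO neutral control | Measured by: Resorufin fluorescence 544/590 nm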
TNAP inh noacc: inhibitors of human TNAP without phosphate acceptor; P05186; purified TNAP, CDP-star luminescence, 30 min; inhibition, % at 20 µM; actives 0.26% (n = 200,000);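 active means tissue-nonspecific alkaline phosphatase inhibition above about 50% at 20 µM in the single-dose screen, limit read from the data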;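 further: 0% = DMSO negative control and 100% = EDTA positive control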
Target sequence (P05186 whole entry, looked up): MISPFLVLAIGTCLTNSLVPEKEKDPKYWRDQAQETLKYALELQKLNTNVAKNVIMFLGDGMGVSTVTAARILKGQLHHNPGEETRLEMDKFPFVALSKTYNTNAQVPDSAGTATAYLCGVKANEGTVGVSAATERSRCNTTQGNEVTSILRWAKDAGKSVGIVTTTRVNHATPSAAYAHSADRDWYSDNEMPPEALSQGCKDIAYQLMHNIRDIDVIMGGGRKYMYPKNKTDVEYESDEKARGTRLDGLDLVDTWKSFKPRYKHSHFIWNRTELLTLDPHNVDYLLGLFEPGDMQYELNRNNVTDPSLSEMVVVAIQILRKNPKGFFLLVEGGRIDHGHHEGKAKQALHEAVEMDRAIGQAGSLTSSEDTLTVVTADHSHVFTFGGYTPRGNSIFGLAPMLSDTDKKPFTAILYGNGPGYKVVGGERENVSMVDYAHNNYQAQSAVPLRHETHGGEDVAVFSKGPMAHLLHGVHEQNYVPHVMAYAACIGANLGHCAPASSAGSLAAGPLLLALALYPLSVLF
TNAP inh hiacc: blocks human TNAP under high phosphate acceptor concentration; P05186; purified TNAP, CDP-star luminescence, 1 M DEA; inhibition, % at 20 µM; actives 0.03% (n = 200,000); AID 1135;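 active means over 50% inhibition of tissue-nonspecific alkaline phosphatase at 20 µM in the single-dose screen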;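 further: plate controls were DMSO wells for no effect and EDTA-quenched wells as full inhibition for full effect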
TNAP act hi DEA: increases human TNAP activity under high phosphate acceptor concentration. P05186. purified TNAP, CDP-star luminescence, 1 M DEA, 30 min; stronger effect = higher value; 0 = EDTA background, 1 = DMSO-only activity. activation factor at 20 µM. 200,000 tested, under 10 active. AID 1136;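 active means activation factor at least 2 at 20 µM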
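Dosing: 20 µM single point. System: human TNAP. Amount: TNAP 1/800 final. Incubation: 30 min, room temperature. Read-out: TNAP activation factor scaled between EDTA and DMSO control wells. Signal: luminescence from CDP-star hydrolysis. Medium: 1 M DEA, pH 9.8, Mg2+, Zn2+. Control set: EDTA negative control, DMSO positive control.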
HMGR II inh: E. faecalis class II HMG-CoA reductase inhibition; purified E. faecalis HMGR, NADPH absorbance 340 nm kinetic; inhibition, % at 10 µM; actives 0.41% (n = 190,000); AID 1066;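 active means inhibition above a set limit, the median over all tested compounds plus 3 SD, cut at about 9.5% in these data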;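 further: enzyme runs in reverse so mevalonate oxidation gives rising NADPH absorbance; 0% = complete reaction with DMSO and 100% = background rate lacking mevalonate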
Diaphorase act: activates diaphorase or chemically reduces, flagging diaphorase assay artifacts; actives 0.005% (n = 190,000); Diaphorase/resazurin coupled assay, resorufin fluorescence, 16 min; stronger effect = higher value; 1 = vehicle wells, 0 = NADH-free wells; AID 1229; activation factor at 20 µM;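 active means diaphorase activity raised at least twofold by the compound at 20 µM; inactive means activation factor below 2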
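Test system: Clostridium kluyveri diaphorase, purified enzyme. Buffer or medium: 50 mM HEPES pH 7.4 buffer plus MgCl2 and Tween 20. Also added: 0.114 mM NADH and 0.1 mM resazurin, final amounts. Dosing: compound 20 µM once, DMSO 1%. Schedule: 16 min enzyme reaction, ambient temperature. Detection: fluorescence of resorufin, 544 nm excitation, 590 nm emission.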
FLuc act counter: affects firefly luciferase, flagging false hits in luciferase stimulation screens. P08659. ATPlite luciferase biochemical, luminescence, 10 min; 0 = ATP-free wells, 1 = DMSO control. activation factor at 10 µM. 200,000 tested, under 10 active;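 active means luciferase activation factor, scaled between plate controls, of at least 2 with compound at 10 µM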
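System: luciferase plus luciferin reagent, cell-free; medium: PBS as buffer for the ATP substrate; dosing: test compounds dosed from 2 mM stocks in 100% DMSO; timing: 10 min post-reagent at room temperature; measured by: luminescence measurement of luciferase light output; evaluation: luciferase activation, seen as luminescence increase over controls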
PMI act: increases human mannose-6-phosphate isomerase activity; purified human PMI, coupled resazurin fluorescence, 20 min; stronger effect = higher value; 1 = vehicle control, 0 substrate-free wells; activation factor at 20 µM; AID 1214; actives 0.005% (n = 190,000);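 active means activation factor of 2 or more at 20 µM, relative to plate controls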
Target sequence (P34949 whole entry, looked up): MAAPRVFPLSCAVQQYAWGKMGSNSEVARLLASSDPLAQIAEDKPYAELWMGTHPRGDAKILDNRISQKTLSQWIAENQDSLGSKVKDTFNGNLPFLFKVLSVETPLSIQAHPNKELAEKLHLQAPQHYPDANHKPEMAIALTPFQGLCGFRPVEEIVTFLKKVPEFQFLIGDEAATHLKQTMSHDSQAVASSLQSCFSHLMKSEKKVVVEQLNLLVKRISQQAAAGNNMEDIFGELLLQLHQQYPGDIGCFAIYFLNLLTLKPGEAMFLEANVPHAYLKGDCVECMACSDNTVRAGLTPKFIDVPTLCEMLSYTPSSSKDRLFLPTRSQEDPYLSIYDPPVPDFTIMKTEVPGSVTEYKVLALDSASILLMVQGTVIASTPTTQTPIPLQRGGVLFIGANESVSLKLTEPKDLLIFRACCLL
PMI act satM6P: increases human PMI activity with near-saturating mannose 6-phosphate | AID 1216 | coupled PMI enzyme assay, resazurin fluorescence, 20 min; stronger effect = higher value; 1 = untreated enzyme, 0 = substrate-free blank | activation factor at 20 µM | actives 0.34% (n = 190,000) | P34949;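 active means activation factor of 2 or more at 20 µM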
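Material: human phosphomannose isomerase with PGI, G6PDH, diaphorase coupling enzymes. Quantity: 15 ng/mL PMI. Medium: HEPES pH 7.4 buffer with MgCl2 and Tween-20. Reagent: Near-saturating mannose-6-phosphate, 1.0 mM. Compound: 20 µM single dose. Times: enzyme reaction with compound 20 min at room temperature. Detection: resorufin fluorescence at Ex 544/Em 590 nm.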
G6PDH counter: L. mesenteroides G6PDH inhibition counter-screen | Purified L. mesenteroides G6PDH, diaphorase/resazurin coupled fluorescence, 45 min | inhibition, % at 5 µM | actives 0.12% (n = 200,000) | AID 1020; in the data active means inhibition above about 50%
Numbers without * were called inactive; · = not tested or not shown.

SMILES	Diaph inh CS	TNAP inh noacc	TNAP inh hiacc	TNAP act hi DEA	HMGR II inh	Diaphorase act	FLuc act counter	PMI act	PMI act satM6P	G6PDH counter
CC1=CC(C)C2C(=O)N(CCC[N+](C)(C)C)C(=O)C2C1 (configuration not stated)	9	-10	-6	1.1	0	0.9	1	0.9	0.9	10
CSCCC(NC(=O)C12CC3CC(CC(C3)C1)C2)C(=O)OCC(=O)c1ccccc1 (configuration not stated)	5	5	-3	1	1	0.9	1.1	1	1.1	12
O=C(CSc1nnc(-c2ccco2)o1)N1c2ccccc2CCc2ccccc21	23	-14	-5	1	-5	0.8	1	0.9	0.9	-2
COc1ccc(C)cc1C(=O)CCC(=O)Nc1ccccc1N1CCOCC1	9	-6	-4	1	-9	0.9	1	1	1.1	-15
COC(=O)c1cn(-c2ccccc2)c(C)c1C(=O)OC	7	-9	0	1	-2	0.9	1.1	1	1.1	5
Cc1nc(N)sc1C(=O)N/N=C/c1ccco1	10	-9	-6	1.1	-5	0.9	1	1	1	-3
CC(C)OC(=O)c1cccc(NC(=O)CSc2nnc(N)s2)c1	5	-15	-5	1	-3	1	0.9	1.1	1	10
CCCn1cc(NC(=O)c2cc(-c3ccccc3)on2)cn1	8	-7	4	1	-4	0.9	1	0.9	0.9	2
CC1CCCN(C(=O)Nc2cccc(NC(=O)N3CCCC(C)C3C)c2)C1C (configuration not stated)	23	-8	-4	1	-8	0.8	1	0.8	0.6	5
CCOC(=O)CCSc1nc(C)c2cc(C)ccc2n1	-1	-5	-2	1	-2	1	0.9	1	1	0
COc1ccc(N2C(=O)CC(Sc3ccccc3C(=O)O)C2=O)c([N+](=O)[O-])c1 (configuration not stated)	10	20	6	0.9	-7	0.9	1	1.1	1.1	7
CN(C)CCNC(C(=O)Nc1cccc(C(F)(F)F)c1)c1ccccc1 (configuration not stated)	8	-38	-4	1	2	0.9	1	1	1	2
COc1ccc(N2C(=O)C3CCCN3C2c2ccccc2)cc1 (configuration not stated)	15	-14	-8	1.1	3	0.9	1.1	0.9	1	-2
Cn1c(=O)oc2cc(S(=O)(=O)N3CCCC(C(=O)Nc4ccc5c(c4)OCCO5)C3)ccc21 (configuration not stated)	17	-7	-3	1	3	0.8	1	0.9	0.8	5
CC(/C=C1\SC(=S)N(CCCC(=O)Nc2ccc(C(=O)O)c(O)c2)C1=O)=C\c1ccccc1	22	9	16	0.8	-1	0.8	0.9	0.9	0.8	-14

Full records, looked up by structure. Values in the order: Diaph inh CS | TNAP inh noacc | TNAP inh hiacc | TNAP act hi DEA | HMGR II inh | Diaphorase act | FLuc act counter | PMI act | PMI act satM6P | G6PDH counter
Cn1c(=O)oc2cc(S(=O)(=O)N3CCCC(C(=O)Nc4ccc5c(c4)OCCO5)C3)ccc21 (configuration not stated) is entered as 17 | -7 | -3 | 1 | 3 | 0.8 | 1 | 0.9 | 0.8 | 5
CSCCC(NC(=O)C12CC3CC(CC(C3)C1)C2)C(=O)OCC(=O)c1ccccc1 (configuration not stated) is entered as 5 | 5 | -3 | 1 | 1 | 0.9 | 1.1 | 1 | 1.1 | 12

Other entries.
SMILES	Diaph inh CS	TNAP inh noacc	TNAP inh hiacc	TNAP act hi DEA	HMGR II inh	Diaphorase act	FLuc act counter	PMI act	PMI act satM6P	G6PDH counter
Cc1cc(NC(=O)COC(=O)C(Nc2ccc(C(F)(F)F)cc2Cl)C(C)C)no1 (configuration not stated)	36	1	4	1	-14	0.6	1	0.7	0.8	-2
COC(c1ccccc1)c1c(-c2ccccc2)nn(C)c1Cl (configuration not stated)	14	-14	-1	1	-1	0.9	1	0.9	0.9	-15
O=C(NC1CCCCC1)N1CCN(c2nc(-c3ccccc3)cs2)CC1	·	-2	-8	1.1	0	·	1	·	·	16
Cc1ccc(S(=O)(=O)N2CCN(Cc3ccsc3)CC2)cc1	0	-9	-8	1.1	-5	1	1.1	0.9	1	8
O=C(CCN1C(=O)c2cccc3cccc(c23)C1=O)Nc1ccon1	15	-5	0	1	4	0.8	0.9	0.9	0.8	2
CCNCc1nc2cc(Cl)ccc2c(=O)[nH]1	6	-8	-4	1	-1	0.9	1	1	1.1	9
CCCC[n+]1c(C)sc2ccc(C)cc21	66*	42	-4	1	-5	0.3	1.1	0.4	0.9	13
COc1ccc(-c2csc3ncn(CC(=O)N4CCOCC4)c(=O)c23)cc1	15	-6	-2	1	-4	0.9	1	0.8	0.9	17
CCOC(=O)C1CCN(C(=O)COc2cc(C)c(Br)cc2C)CC1	10	-5	-3	1	-3	0.9	1	0.9	0.9	10
COc1cccc(N=C2SC(C(=O)Nc3ccc(F)cc3)CC(=O)N2C)c1 (configuration not stated)	21	-6	-2	1	-7	0.8	1.1	0.8	0.8	1
CCSc1cc(C)nc2c(-c3ccccc3)c(C)nn12	14	-4	-4	1	-6	0.9	1	0.8	0.9	3
O=C(CCc1nnc(-c2ccsc2)o1)NCc1ccccc1OC(F)(F)F	20	-14	-6	1.1	1	0.8	1.1	0.9	0.9	11
CCOc1ccc(/C(O)=C2/C(=O)C(=O)N(CCOCCO)C2c2cccnc2)cc1 (configuration not stated)	7	-10	-4	1	0	0.9	1.1	1	1.1	1
CCn1c(=N)c(S(=O)(=O)c2ccc(C)cc2)cc2c(=O)n3ccccc3nc21	·	2	1	1	0	·	1.1	·	·	10
Cc1cc(NC(=O)c2cc(C(C)C)on2)no1	2	-6	1	1	-4	1	0.9	1	1	2
Cc1ccc(-n2nc(C)c(NC(=O)CCl)c2C)cc1	3	-10	1	1	-11	1	1	1.1	1.1	-2
Nc1nc(NCc2ccccc2)nc(-c2ccccc2)n1	17	-2	-1	1	3	0.8	1	0.8	0.8	-12
O=C(CCC(=O)c1cccs1)OCC(=O)c1ccc(Cl)s1	16	-10	-1	1	-1	0.8	1	1	0.9	5
C/C(=N\Nc1nc(Cl)c(Cl)cc1Cl)c1ccc(S(=O)(=O)NCc2ccco2)cc1	16	-9	-7	1.1	-9	0.8	1	1	0.9	-2
CCOc1ccc(C(=O)Nc2ccccc2N2CCOCC2)cc1	9	-2	1	1	-4	0.9	0.9	0.9	0.9	6
O=C(Nc1cccc2ccccc12)c1ccccc1NS(=O)(=O)c1cccc2cccnc12	12	11	-4	1	5	0.9	1.1	0.9	1.1	-24
CCc1ccccc1NC(=O)c1cc(C2CC2)on1	11	12	-4	1	-10	0.9	1.1	1	0.9	1
CCCc1cc(-n2cnc3ccccc32)n2c(nc3ccccc32)c1C#N	8	-11	-9	1.1	-1	0.9	1.1	1	1	4
Cc1ccc(NC(=O)C2CCCN(S(=O)(=O)c3c(C)noc3C)C2)nc1 (configuration not stated)	32	-6	1	1	1	0.7	1	1	1	2
Cc1ccc(C(=O)NNC(=S)Nc2cccc3ccccc23)s1	26	-196	-7	1.1	0	0.7	0.4	0.9	0.6	-2
Cc1ccc(S(=O)(=O)N(C)C)cc1NC(=O)CCc1c[nH]c2ccccc12	0	-5	-6	1.1	-7	1	1.1	1	1.1	8
O=C1N(Cc2cccnc2)C[C@@H]2C[C@@H](c3ccc4nsnc4c3)N3CCC[C@@]123	21	-7	-4	1	0	0.8	1	0.9	0.8	14
O=C(O)Cc1ccc(NS(=O)(=O)c2c(Cl)cccc2Cl)cc1	7	-14	-5	1	-3	0.9	1	1	1	4
COc1ccc(N(CC(=O)O)S(C)(=O)=O)cc1OC	11	-15	-7	1.1	-2	0.9	1.1	0.9	1	-1
O=C(CSc1ncn(-c2ccccc2)n1)Nc1nc2c(s1)CCCC2	41	-2	2	1	1	0.6	1	0.7	0.8	-32
Cc1cc(C)n(CC(C)NC(=O)c2cc(COc3c(F)cccc3F)on2)n1 (configuration not stated)	2	0	-2	1	-1	1	1	1	1	4
CCc1ccc(OCC(=O)NC(=S)Nc2ccc(S(=O)(=O)NC3CCCCC3)cc2)cc1	4	21	1	1	-7	1	1.1	1	0.9	3
CC(=O)c1c(C(C)=O)c(C)n(Cc2ccc(Cl)cc2)c1C	6	-5	-11	1.1	-1	0.9	1.1	1	1	2
Cc1ccc2c(c1)c1nnc(SCC(=O)N3CCN(c4ccc(F)cc4)CC3)nc1n2CC(=O)O	14	-24	1	1	-2	0.9	1.1	1.1	1.2	5
COc1ccc(-n2c(SCC(=O)NCc3cccs3)nnc2-c2ccoc2C)cc1	17	-11	-4	1	6	0.8	1.1	0.9	0.9	-4
COC(=O)c1ccccc1NC(=O)CN(c1ccc(OC)cc1)S(C)(=O)=O	0	-4	0	1	0	1	1.1	1.1	1.1	2
CCn1cc(C(=O)NC(C)C2CC3CCC2C3)cn1 (configuration not stated)	14	-9	0	1	-5	0.9	1	1	1	0
Cc1cccc(NC(=O)c2sc3nc(-c4ccc(F)cc4)cn3c2C)n1	7	-10	-1	1	2	0.9	1	1	1.1	4
Cc1cc(S(=O)(=O)N2CCN(c3ccccc3C)CC2)ccc1F	17	-2	-2	1	0	0.8	1.1	0.9	0.9	17

A few values from the entries so far:
Reading of CCc1ccccc1NC(=O)c1cc(C2CC2)on1 under TNAP inh hiacc: -4
Reading of CCNCc1nc2cc(Cl)ccc2c(=O)[nH]1 under PMI act satM6P: 1.1
Reading of O=C(CCC(=O)c1cccs1)OCC(=O)c1ccc(Cl)s1 under FLuc act counter: 1
Reading of CC1CCCN(C(=O)Nc2cccc(NC(=O)N3CCCC(C)C3C)c2)C1C (configuration not stated) under Diaphorase act: 0.8
Reading of CCSc1cc(C)nc2c(-c3ccccc3)c(C)nn12 under HMGR II inh: -6
Reading of O=C1N(Cc2cccnc2)C[C@@H]2C[C@@H](c3ccc4nsnc4c3)N3CCC[C@@]123 under TNAP inh hiacc: -4
